From PubChem
mABHD4 FP: inhibits mouse alpha/beta hydrolase domain 4; inhibition, % at 8.92 µM; 0.54% of 370,000 active; purified mABHD4, FP-Rh probe fluorescence polarization;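 active = inhibition exceeding the mean over every tested compound plus 3 SD, cut at about 30% in these data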;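 also: 0% = plate median of compound wells and 100% = S159A mutant with DMSO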
Target sequence (Q8VD66 whole entry, looked up, the tested form may be a part): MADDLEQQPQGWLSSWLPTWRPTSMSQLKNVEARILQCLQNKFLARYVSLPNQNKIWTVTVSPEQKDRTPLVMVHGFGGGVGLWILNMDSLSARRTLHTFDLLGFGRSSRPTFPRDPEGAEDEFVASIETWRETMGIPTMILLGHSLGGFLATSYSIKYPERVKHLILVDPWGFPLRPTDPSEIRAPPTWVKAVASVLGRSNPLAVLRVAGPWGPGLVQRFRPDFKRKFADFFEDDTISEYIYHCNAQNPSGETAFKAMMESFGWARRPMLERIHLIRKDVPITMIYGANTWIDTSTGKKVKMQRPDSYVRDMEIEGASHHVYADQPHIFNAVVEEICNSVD
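Test system: mouse ABHD4 enzyme, wild type. Reagent: FP-Rh fluorescent activity-based probe, added after compound pre-incubation. Timing: pre-incubation 45 min, probe exposure 60 min, at 25 °C. Technique: FP readout, ex 525 nm / em 598 nm. Benchmarks: high control S159A mutant with DMSO, low control median of compound wells.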
ASAP1 inh: ASAP1 ArfGAP inhibition; 0.19% of 360,000 active; ASAP1-stimulated ARF1 GTP hydrolysis, GDP FP detection; Q9ULH1; AID 624377; inhibition, % at 16.5 µM; in the data active = inhibition above about 25%;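 also: 0% = vehicle with enzyme and substrate and 100% = no enzyme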
GC-A act: GC-A (human) enzyme activation | P16066 | HEK293 GC-A cells, cGMP TR-FRET, EC30 ANP; 0% at EC30 ANP, 100% saturating ANP | activation, % at 10 µM | 0.14% of 370,000 active; in the data active = activation above about 40%
NPR2 activator: GC-B (human) receptor activation; 0.11% of 370,000 active; AID 1920062; HEK293-GC-B cells, CNP EC30, cGMP TR-FRET; 0% at EC30 CNP, 100% saturating CNP; activation, % at 10 µM; P20594;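 active = activation at 10 µM reaching about 35% in either raw or pattern-adjusted values, limit read from the data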
SMARCA2 act: activators of SMARCA2 function. AID 652017. MG213 cells, MMTV-luciferase reporter, dexamethasone, overnight. 1% of 370,000 active. activation, % at 9.1 µM; in the data active = activation above about 7.8%;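 also: 0% = vehicle wells and 100% = reference activator wells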
Rev-erbA mod: Rev-erb alpha (human) modulation; P20393; Rev-erbα–FITC-DNA binding, fluorescence polarization, 90 min; activity, % at 10 µM; 0.79% of 370,000 active; AID 1259318;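 active = activity above about 14%, limit read from the data; passing the limit was not always enough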;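 also: 0% = DMSO wells with 35 nM protein and 100% = DMSO wells with 750 nM protein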
Target sequence (P20393 whole entry, looked up): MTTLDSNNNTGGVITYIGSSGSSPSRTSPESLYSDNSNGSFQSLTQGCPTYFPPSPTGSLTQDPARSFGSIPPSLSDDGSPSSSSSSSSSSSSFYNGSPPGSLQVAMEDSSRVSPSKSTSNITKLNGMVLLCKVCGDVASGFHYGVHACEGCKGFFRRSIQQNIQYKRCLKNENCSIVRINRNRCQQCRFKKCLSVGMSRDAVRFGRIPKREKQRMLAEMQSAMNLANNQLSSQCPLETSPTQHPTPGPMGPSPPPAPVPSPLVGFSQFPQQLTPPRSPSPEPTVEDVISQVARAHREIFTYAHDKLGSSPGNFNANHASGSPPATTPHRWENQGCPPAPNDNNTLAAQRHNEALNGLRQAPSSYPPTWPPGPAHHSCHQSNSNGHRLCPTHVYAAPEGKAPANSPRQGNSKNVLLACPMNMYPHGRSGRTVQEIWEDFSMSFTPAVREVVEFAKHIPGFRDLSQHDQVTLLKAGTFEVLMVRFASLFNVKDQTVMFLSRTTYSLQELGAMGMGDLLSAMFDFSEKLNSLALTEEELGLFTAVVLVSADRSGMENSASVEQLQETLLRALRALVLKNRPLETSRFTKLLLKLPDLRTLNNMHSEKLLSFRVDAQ
HTRA1 inhibitor: blocks human HTRA1 serine peptidase; recombinant HTRA1, FP-rhodamine activity-based probe, fluorescence polarization; inhibition, % at 5.96 µM; AID 504803; 0.5% of 340,000 active; Q92743; in the data active = inhibition above about 36%;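 also: 0% = enzyme with DMSO and 100% = wells lacking enzyme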
PG9 Ab binder: small molecules binding HIV-1 gp120 antibody PG9; inhibition, % at 6.7 µM; TR-FRET gp120-PG9 antibody binding; 0.43% of 360,000 active; in the data active = inhibition above about 8.5%
ARFGAP1 inh: inhibitors of rat ARFGAP1 | Arfgap1-stimulated ARF1 GTP hydrolysis, GDP FP detection | inhibition, % at 16.5 µM | 0.26% of 360,000 active;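 active = inhibition above a per-plate limit, mean inhibition of low control wells plus 3 SD, cut at about 25% in these data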;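 also: 0% = DMSO wells with enzyme and 100% = wells lacking Arfgap1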
Target sequence (Q62848 1-136 limits assumed): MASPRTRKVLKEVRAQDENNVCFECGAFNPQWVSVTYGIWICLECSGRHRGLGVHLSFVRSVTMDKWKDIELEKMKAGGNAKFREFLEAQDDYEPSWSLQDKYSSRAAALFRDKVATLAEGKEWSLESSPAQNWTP
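Replicates: Single well per compound | Assay system: Truncated rat Arfgap1 GAP domain | Control set: No-Arfgap1 wells (100%) versus DMSO full-reaction wells (0%) | Times: Enzyme reaction 120 min at 25 °C after 20 min preincubation | Reagent: Human ARF1(Δ1-17)-GTP substrate | Measured by: Tracer-displacement fluorescence polarization with EDTA stop, 620/688 nm | Measure: Percent inhibition of Arfgap1-stimulated GTP hydrolysis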
rCAG RNA binder: r(CAG) repeat RNA binding; TO-PRO-1 dye displacement fluorescence; inhibition, % at 3 µM; 1.3% of 370,000 active;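 active = inhibition above the plate cutoff, the mean of all test compounds on that plate plus 3 SD, cut at about 35% in these data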;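 also: 0% = DMSO alone and 100% = 100 µM mitoxantrone as full dye displacement; higher means more dye released from RNA so lower well fluorescence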
Active calls of the source: *; · = not tested or not shown; & = joins results of further samples. The order is random; 4.4% or so of the library scored in one or more.

Values run as follows: mABHD4 FP	ASAP1 inh	GC-A act	NPR2 activator	SMARCA2 act	Rev-erbA mod	HTRA1 inhibitor	PG9 Ab binder	ARFGAP1 inh	rCAG RNA binder
> COc1ccc(-c2nc3c(n2O)CCc2c-3no[n+]2[O-])cc1
  6	-4	-2	-1	-1	0	4	-1.7	9	-1
> CC(C)NC(=O)Cn1cnc2c1c(=O)n(C)c(=O)n2C
  0	3	3	0	-4	-3	5	-0.1	-22	0
> CCOC(=O)C(C(=O)N(C)Cc1ccccc1)C1CCCCC1 (stereo unspecified)
  -3	2	-8	3	-2	2	1	-0.2	5	-12
> COc1ccc(N2C(=O)C(Cl)=C(NCc3ccccc3)C2=O)cc1
  -1	2	4	5	0	-4	-23	-1.1	6	2
> O=C(c1ccc(Cl)cc1)N1CCOc2ccccc21
  5	-2	1	3	-2	-3	0	-0.6	-2	-6
> CCOc1ccccc1CNC(=O)C1CCN(S(=O)(=O)N2CCC(C)CC2)CC1
  -1	-2	-1	-3	-2	1	0	-1.2	-3	-2
> CCOC(=O)/C=c1\s/c(=C\c2ccccc2OC)c(=O)n1CC(=O)N1CCOCC1
  5	5	10	0	-1	4	-11	-3.3	4	6
> CCOc1ccc(N(CC(=O)Nc2nccs2)S(=O)(=O)c2c(C)[nH]c(=O)[nH]c2=O)cc1
  3	4	3	2	0	4	5	-1.6	6	2
> CCCN(Cc1cc2cccc(C)c2[nH]c1=O)S(C)(=O)=O
  ·	·	0	0	·	-1	1	·	·	·
> CCOC(=O)c1c(NC(=O)CSc2nnc3c(n2)[nH]c2ccccc23)sc2c1CCN(C)C2
  2	1	-4	-4	-1	-28	-9	0.8	10	17
> COc1ccc(-c2nnc(-c3cccs3)o2)cc1OC
  2	-1	1	-2	8	-4	2	2.2	8	-4
> CC(=O)Nc1ccc(NC(=O)C(C)Sc2nnc(C3CC3)n2-c2ccccc2)cc1 (stereo unspecified)
  -4	-6	-3	5	1	1	5	0.2	2	4
> COc1ccc(N2CCN(C(=O)CN3C(=O)NC4(CCCCC4C)C3=O)CC2)cc1 (stereo unspecified)
  2	-10	2	-4	-1	-4	-3	-1.0	8	0
> Cc1ccc2[nH]c3c(N4CCN(Cc5ccccc5)CC4)ncnc3c2c1
  3	11	-13	-9	-1	3	-24	-1.0	13	-1
> Cc1c(C)c2ccc(OCC(=O)N3CCC(C(=O)O)CC3)cc2oc1=O
  -4	12	4	3	-1	2	-4	1.5	9	0
> COc1ccc(CNC(=O)COC(=O)c2c(-c3c(F)cccc3Cl)noc2C)cc1OC
  4	-1	-1	-3	-1	-6	-4	-0.4	3	1
> CCOC(=O)c1c(-c2ccc(C)o2)csc1NC(=S)NC(=O)N(C)C
  2	0	7	22	-2	2	-5	2.9	7	20
> COc1ccsc1C(=O)N1CCN(Cc2ccc3c(c2)OCO3)CC1
  2	-8	2	6	-4	-8	4	0.6	-4	-3
> O=C(Nc1cccc(Oc2c(F)c(F)c(F)c(F)c2F)c1)N1C[C@@H]2C[C@@H](C1)c1cccc(=O)n1C2
  -7	-4	-5	-8	2	-3	0	-0.7	11	2
> CC(C)(C)C(=O)c1cnc(Nc2ccccc2Cl)s1
  6	-3	5	5	5	10	-13	1.8	6	1
> COc1ccc(S(=O)(=O)NCc2ccccn2)cc1C
  2	18	-1	0	-2	-5	0	1.5	1	2
> COc1ccc(C(=O)N2CCCCC2c2cc(C(=O)NCc3ccccc3)no2)cc1 (stereo unspecified)
  0	2	-1	2	-3	4	·	-0.8	-6	0
> Cc1cc(NC2CCCCC2)n2c(n1)nc1ccccc12
  1	-6	1	-1	1	-2	7	-1.1	2	-1
> O=C(NP(=O)(N1CCCC1)N1CCCC1)C1=C(N2CCOCC2)/C(=C/c2cccc([N+](=O)[O-])c2)CC1
  4	4	2	-5	0	5	-5	-0.7	1	12
> C/C=C/c1ccc(OCC(=O)Nc2cc(C(F)(F)F)ccc2N2CCOCC2)c(OC)c1
  -3	-14	5	3	-2	10	0	1.9	14	-3
> O=C(C1COc2ccccc2O1)N1CCN(c2ccccc2Cl)CC1 (stereo unspecified)
  3	8	1	8	-3	1	-10	1.2	13	-1
> COc1ccc(NC(=O)CN2C(=O)NC3(CCCc4ccccc43)C2=O)c(OC)c1 (stereo unspecified)
  4	-7	-1	3	0	1	4	0.1	-3	6
> CC(C)N(Cc1nnc(-c2ccccc2Cl)o1)C(=O)COc1cccc(Cl)c1
  -10	-2	-4	2	2	-9	-4	-0.7	-6	-1
> O=C(NC1CCCC1)C(c1ccccc1)n1c(CSCCOc2ccccc2)nc2ccccc21 (stereo unspecified)
  -1	13	-14	-6	-7	11	·	-1.3	-3	4
> CC(C)Sc1nc2c([nH]c3ccccc32)c(=O)n1C
  5	5	-1	-3	-4	7	4	-1.4	-6	1
> COc1ccc(Cl)cc1NC(=O)Nc1ccc(C(=O)N2CCCC2)cc1
  -6	6	-8	-3	0	-1	-18	-0.5	8	4
> O=S(=O)(c1ccc(SCc2ccccc2)nc1)N1CCCCC1
  1	10	2	2	1	4	-5	-1.1	10	3
> O=C(Nc1cccnc1)c1ccc(NS(=O)(=O)c2cc([N+](=O)[O-])ccc2Cl)cc1
  10	-3	1	0	-1	5	-5	-0.2	-12	29
> CCOc1ccccc1C1C(C(=O)OC)=CN(C)C=C1C(=O)OC
  6	-6	-5	-5	4	-1	7	0.7	8	-1
> CCCCOc1ccc(C(=O)NCC(=O)OCCCOC(=O)CNC(=O)c2ccc(OCCCC)cc2)cc1
  -8	5	2	1	-2	-4	-1	-1.6	-12	2
> COc1ccc(C(C(=O)NC2CCCCC2)N(C(=O)c2ccco2)c2ccccc2C(C)=O)cc1 (stereo unspecified)
  -5	6	2	4	-2	-5	6	0.6	-1	-5
> O=C(NCc1ccccn1)C(F)(F)C(F)(F)C(=O)NCc1ccccn1
  -4	-3	-1	0	0	2	5	-0.3	-4	-3
> Cc1cccc(C)c1OCC(=O)N/N=C/c1ccc2c(c1)OCO2
  3	-8	-2	-14	0	2	-3	-3.6	9	0
> CN(Cc1c(F)cccc1Cl)C(=O)CNC(=O)c1cccs1
  -1	-8	2	10	1	0	-1	0.0	-13	-3
> Cc1cc(NC(=O)c2cccc(C)c2[N+](=O)[O-])no1
  -3	13	3	1	-2	-5	3	-0.6	-3	-4

Complete entries, quoted from the list. Order of values: mABHD4 FP | ASAP1 inh | GC-A act | NPR2 activator | SMARCA2 act | Rev-erbA mod | HTRA1 inhibitor | PG9 Ab binder | ARFGAP1 inh | rCAG RNA binder
O=C(C1COc2ccccc2O1)N1CCN(c2ccccc2Cl)CC1 (stereo unspecified) as listed: 3 | 8 | 1 | 8 | -3 | 1 | -10 | 1.2 | 13 | -1
COc1ccc(Cl)cc1NC(=O)Nc1ccc(C(=O)N2CCCC2)cc1 as listed: -6 | 6 | -8 | -3 | 0 | -1 | -18 | -0.5 | 8 | 4

Following part
Values run as follows: mABHD4 FP	ASAP1 inh	GC-A act	NPR2 activator	SMARCA2 act	Rev-erbA mod	HTRA1 inhibitor	PG9 Ab binder	ARFGAP1 inh	rCAG RNA binder
> CCCCN1C(=O)N(CCc2ccc(F)cc2)S(=O)(=O)c2cc(C(F)(F)F)ccc21
  -3	-4	0	-4	5	-1	-10	-2.7	11	1
> Cc1ccc(SC(C)C(=O)N2CCCC2)cc1 (stereo unspecified)
  3	7	4	1	-1	7	2	-0.6	7	-1
> Cc1nnc(SCC(=O)Nc2sc3c(c2C(=O)c2ccccc2)CCCC3)s1
  1	-4	-17	-9	-4	1	8	-3.5	-6	10
> COc1ccccc1N1CCN(C2CCCN(Cc3ccccc3OCCO)C2)CC1 (stereo unspecified)
  -1	-11	0	-5	-3	2	5	-1.9	0	-2
> COc1ccc(Nc2ncnc3sc(-c4ccccc4)cc23)c(OC)c1
  2	-7	-2	-5	-2	10	-12	1.1	-2	5
> CN(Cc1cn[nH]c1-c1ccc(-c2ccccc2)cc1)CC1CCOCC1
  4	-7	-9	-8	2	-2	-8	-0.5	5	-10
> O=C(O)c1cc(-c2ccc(/C=C3\NC(=O)N(c4ccc(Cl)cc4)C3=O)o2)ccc1Cl
  15	-1	-3	-3	3	-5	6	-2.4	-7	26
> C/C(CC(=O)Nc1ccc(C)c(Cl)c1)=N\NC(=O)c1cccc(O)c1
  -2	2	0	-5	2	-4	-15	-0.7	-11	8
> C[C@@H]1CN([C@@H](C)CO)C(=O)c2cc(NC(=O)C3CC3)ccc2O[C@@H]1CN(C)Cc1ccc(Cl)c(Cl)c1
  -1	18	-2	1	-5	4	-10	-1.4	-2	3
> C=CCN(Cc1ccc(OC)c(OC)c1)C(=O)c1cc2cc(F)ccc2[nH]1
  -7	-7	1	9	-1	-2	-21	-2.0	-12	-2
> O=C(COC(=O)c1ccco1)Nc1cc(S(=O)(=O)N2CCCCC2)ccc1Cl
  0	1	-4	-3	-4	2	2	-1.1	-3	4
> C[C@H](NC(=O)c1[nH]cnc1C(=O)Nc1ccc(Cl)cc1)c1ccccc1
  -41	-3	-3	-1	-1	-9	-36	2.0	14	19
> CC(CCO)Nc1nc2c(c(=O)n(C)c(=O)n2C)n1Cc1cccc(Br)c1 (stereo unspecified)
  2	2	7	9	-2	3	8	-1.6	-4	-7
> O=C1c2ccccc2C(=O)C12OC2c1cccc2ccccc12 (stereo unspecified)
  7	24	0	4	-2	-1	4	-0.8	3	3
> O=C(Nc1nnc(S(=O)(=O)N2CCCCCC2)s1)c1ccccc1Cl
  0	0	12	2	-1	-3	-14	3.4	1	25
> Cc1ccccc1-n1c(SCC(=O)NCC2CCCO2)nc2c([nH]c3ccccc32)c1=O (stereo unspecified)
  -1	-10	-3	-3	2	0	-1	-2.7	13	-3
> CCN1CCN(C(=O)c2cc(COc3ccc(F)c(F)c3)on2)[C@@H](C)C1=O
  -7	4	3	-2	2	-5	1	1.2	-3	3
> CC[C@H](C)NC(=O)CCCCCn1c(=S)[nH]c2c([nH]c3ccc(OC)cc32)c1=O
  -1	0	0	1	-4	2	-5	-0.4	2	0
> CN(C)[C@H]1CCN(c2cccc3c2S(=O)(=O)N(C2CC2)CCCO3)C1
  4	·	1	2	2	-4	·	·	·	3
> CCOC(=O)Cn1cc(C#N)c2cccc(CC)c21
  -5	-6	-1	-5	0	-3	-6	-1.4	6	-1
> Fc1ccccc1-n1c(-c2ccc3ccccc3n2)n[nH]c1=S
  0	-6	2	-1	3	-2	0	1.5	10	8
> Cn1c(SCC(=O)N2CCCC2)nnc1-c1ccc2c(c1)OCO2
  4	-9	4	-4	1	-2	8	-1.0	-4	1
> COc1ccc2c(c1)c(CC(=O)O)c(C)n2C(=O)c1ccc(Cl)cc1
  -1	-1	0	5	5	-2&13	4	0.7	12	19
> COC(=O)[C@]12C[C@H](CC(=O)NCCc3ccccc3OC)C(=O)N(Cc3ccco3)C1=C[C@H](C(C)C)O[C@@H]2C1CC1
  -5	·	-4	-1	-4	2	·	·	·	3
> CN1CCN(C(=S)Nc2cccc(S(=O)(=O)N(C)C)c2)CC1
  -2	-10	-3	-1	-1	-3	5	-0.6	-2	-3
> CCN(CC)CCCNC(=O)CCC(=O)Nc1ccc2nc(N3CCCCC3)cc(C)c2c1
  25	-6	6	-5	-2	-1	-1	1.9	12	-4
